Screening data as filed in PubChem BioAssay.
MBD2 inh: inhibitors of human MBD2 binding to methylated oligonucleotide; Q9UBB5; TR-FRET; inhibition, % at 4.4 µM; actives 0.31% (n = 370,000); AID 686964; in the data active = inhibition above about 13%
PRMT1 inh: blocks human protein arginine methyltransferase 1; recombinant PRMT1, activity-based probe fluorescence polarization; inhibition, % at 2.79 µM; actives 1.3% (n = 370,000); AID 652257;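 active = inhibition above about 21% made by adding two undisclosed values, limit read from the data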
GC-A act: GC-A (human) enzyme activation | P16066 | HEK293 GC-A cells, cGMP TR-FRET, EC30 ANP; 0% at EC30 ANP, 100% saturating ANP | activation, % at 10 µM | actives 0.14% (n = 370,000) | AID 1671463; in the data active = activation above about 40%
UHRF1 MBD2 ctr: human UHRF1 methylated DNA binding inhibitors | inhibition, % at 4.4 µM | UHRF1 binding to methylated oligo, TR-FRET | Q96T88 | actives 0.75% (n = 370,000); in the data active = inhibition above about 21%;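 also: UHRF1 SRA domain binding a hemimethylated CpG hairpin DNA probe; 0% = median of test compound wells and 100% = reference inhibitor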
SIAE primary: blocks human sialic acid acetylesterase | SIAE FP-Rh probe binding, fluorescence polarization | actives 0.69% (n = 370,000) | Q9HAT2 | inhibition, % at 9.66 µM | AID 1053197;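 active = inhibition above a cutoff: mean of compounds within the control limits plus 3 SD of those, cut at about 17% in these data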;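 also: 0% = plate median of compound wells and 100% = probe without SIAE protein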
TCR CD3 inh: inhibitors of human TCR-CD3 interaction. inhibition, % at 9.4 µM. TAMRA-labeled TCR probe fluorescence, biochemical. actives 0.37% (n = 360,000); in the data active = inhibition above about 19%;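 also: recombinant mutant TCR 2C K166C tagged with TAMRA read by polarization; 0% = receptor in buffer alone and 100% = receptor with positive control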
rCAG binder: r(CAG) repeat RNA binding; AID 651821; inhibition, % at 3 µM; actives 1.3% (n = 370,000); TO-PRO-1 dye displacement fluorescence;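 active = inhibition above the plate cutoff, the mean of all test compounds on that plate plus 3 SD, cut at about 35% in these data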;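 also: 0% = DMSO alone and 100% = 100 µM mitoxantrone as full dye displacement; higher means more dye released from RNA so lower well fluorescence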
mABHD4 FP: inhibitors of mouse ABHD4 | purified mABHD4, FP-Rh probe fluorescence polarization | actives 0.54% (n = 370,000) | AID 720543 | inhibition, % at 8.92 µM;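 active = inhibition exceeding the mean over every tested compound plus 3 SD, cut at about 30% in these data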;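 also: 0% = plate median of compound wells and 100% = S159A mutant with DMSO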
Target sequence (Q8VD66 whole entry, looked up): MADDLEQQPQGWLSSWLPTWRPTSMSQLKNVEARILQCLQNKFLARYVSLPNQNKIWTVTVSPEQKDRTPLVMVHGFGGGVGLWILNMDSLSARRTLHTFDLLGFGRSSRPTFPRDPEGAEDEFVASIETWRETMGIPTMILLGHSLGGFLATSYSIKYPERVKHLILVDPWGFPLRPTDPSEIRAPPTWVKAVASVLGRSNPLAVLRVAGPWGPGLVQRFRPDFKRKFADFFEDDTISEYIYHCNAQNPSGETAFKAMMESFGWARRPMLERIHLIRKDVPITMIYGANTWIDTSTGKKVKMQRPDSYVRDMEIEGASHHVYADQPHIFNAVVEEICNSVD
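Test system: mouse ABHD4 enzyme, wild type. Reagent: FP-Rh fluorescent activity-based probe, added after compound pre-incubation. Timing: pre-incubation 45 min, probe exposure 60 min, at 25 °C. Technique: FP readout, ex 525 nm / em 598 nm. Benchmarks: high control S159A mutant with DMSO, low control median of compound wells.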
NPR2 activator: GC-B (human) receptor activation; P20594; HEK293-GC-B cells, CNP EC30, cGMP TR-FRET; 0% at EC30 CNP, 100% saturating CNP; activation, % at 10 µM; actives 0.11% (n = 370,000); AID 1920062;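 active = activation at 10 µM reaching about 35% in either raw or pattern-adjusted values, limit read from the data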
HTRA1 inhibitor: HTRA1 (human) protease inhibition; AID 504803; actives 0.5% (n = 340,000); Q92743; inhibition, % at 5.96 µM; recombinant HTRA1, FP-rhodamine activity-based probe, fluorescence polarization; in the data active = inhibition above about 36%;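 also: 0% = enzyme with DMSO and 100% = wells lacking enzyme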
Target sequence (Q92743 whole entry, looked up): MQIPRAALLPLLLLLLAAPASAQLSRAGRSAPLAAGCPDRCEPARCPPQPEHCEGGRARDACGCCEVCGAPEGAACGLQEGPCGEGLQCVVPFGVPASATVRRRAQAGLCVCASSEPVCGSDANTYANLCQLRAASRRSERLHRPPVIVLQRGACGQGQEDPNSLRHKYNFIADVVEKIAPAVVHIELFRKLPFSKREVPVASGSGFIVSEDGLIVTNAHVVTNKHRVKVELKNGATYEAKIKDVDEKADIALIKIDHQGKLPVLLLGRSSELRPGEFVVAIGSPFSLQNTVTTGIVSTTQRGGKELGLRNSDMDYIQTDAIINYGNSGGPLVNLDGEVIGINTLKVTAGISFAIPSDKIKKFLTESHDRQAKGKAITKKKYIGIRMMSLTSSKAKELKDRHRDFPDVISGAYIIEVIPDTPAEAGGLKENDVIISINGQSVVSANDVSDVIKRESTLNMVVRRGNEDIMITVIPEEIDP
An asterisk follows results filed as active; nt = not tested or not shown; & = joins results of further samples.

SMILES	MBD2 inh	PRMT1 inh	GC-A act	UHRF1 MBD2 ctr	SIAE primary	TCR CD3 inh	rCAG binder	mABHD4 FP	NPR2 activator	HTRA1 inhibitor
O=c1c2cnn(-c3ccccc3)c2nc(-c2cccs2)n1-c1ccc(Cl)cc1	-3	0	-1	-3	-5	-2	8	-3	-1	2
CCCC(=O)C1=C(N(C)c2ccccc2)CC(C)(C)CC1=O	-6	0	2	0	1	-8	-6	-1	7	5
CC(C)[C@H](NS(=O)(=O)c1ccc2c(c1)OCCO2)C(=O)OCC(=O)Nc1cc(Cl)ccc1Cl	6	3	-2	1	-4	1	2	-1	5	-4
CCn1c(C)cc(C(=O)CSc2nnc(-c3ccco3)o2)c1C	1	9	0	4	9	-5	4	-2	-1	-1
Cc1ccc(/C=C/C(=O)Nc2ccc([N+](=O)[O-])c(NC(=O)/C=C/c3ccc(C)o3)c2)o1	1	41*	0	4	17	8	51*	6	-6	-24
CCOc1ccc(C(=O)Nc2c3c(nn2-c2cccc(Cl)c2)CS(=O)C3)cc1 (stereo not given)	-4	1	7	-1	1	4	-3	0	8	-4
Cc1ccn2c(CC(C)(C)C)c(-c3ccc(F)cc3)nc2c1	4	-2	16	22*	9	-6	0	-4	-6	-17
CCC(OC(=O)c1nsc(Cl)c1Cl)C(=O)NCCc1ccccc1 (stereo not given)	-2	-1	-2	-3	-4	4	2	-4	2	-8
CCCCCOc1ccccc1C(=O)NCCC(=O)O	-1	-3	0	2	-4	1	3	-2	-5	3
COc1ccc(/C=C/C(=O)c2cc(Cl)cc(Cl)c2O)c(OC)c1	3	-3	-6	-1	3	8	2	3	-8	1

Continued; it opens with the two that closed the last part.
SMILES	MBD2 inh	PRMT1 inh	GC-A act	UHRF1 MBD2 ctr	SIAE primary	TCR CD3 inh	rCAG binder	mABHD4 FP	NPR2 activator	HTRA1 inhibitor
CCCCCOc1ccccc1C(=O)NCCC(=O)O	-1	-3	0	2	-4	1	3	-2	-5	3
COc1ccc(/C=C/C(=O)c2cc(Cl)cc(Cl)c2O)c(OC)c1	3	-3	-6	-1	3	8	2	3	-8	1
CC(C)N(C(=O)CSc1nnnn1C1CCCC1)C(C)C	-6	-3	-2	0	-2	12	-5	5	-5	1
O=C(NCC1CCCN1S(=O)(=O)c1cccs1)C(=O)Nc1ccc(F)cc1F (stereo not given)	-1	0	4	-1	-6	5	2	3	2	-6
Cc1ccccc1-n1c(SCc2cccc(F)c2)nc2[nH]ncc2c1=O	2	1	-3	2	-3	0	-3	-12	2	-33
COc1cc(/C=N/Nc2ncc(C(F)(F)F)cc2Cl)cc(OC)c1OC	0	-1	-4	-1	14	-4	-3	5	-3	-4
Cc1ccc(N(CC(=O)NC2CCCCC2)C(=O)CNC(=O)c2ccco2)cc1C	1	-4	2	-1	2	2	0	4	3	-9
COc1ccc(CC(=S)NCCc2ccccc2)cc1	-3	11	8	5	2	3	-2	-9	-6	-2
COc1cccc(N/C=C/C(=O)c2ccc(C)cc2)c1	-1	0	14	1	-5	-3	0	-5	7	-24
CCOC(=O)c1cc2c(=O)n3ccccc3nc2n(Cc2ccco2)c1=NC(=O)c1ccccc1OC	-1	4	6	-3	-1	7	9	-3	-4	-6
CC(=O)N1CCc2cc(S(=O)(=O)CCC(=O)Nc3ccc(Cl)cc3F)ccc21	1	12	0	-3	10	-8	1	1	2	-3
COc1ccc(NC(=S)SC)cc1OC	-3	19	2	-3	5	-4	-5	5	2	-2
COc1ccc(NC(=O)CC23CC4CC(CC(C4)C2)C3)cn1	-4	3	0	1	0	1	-6	-2	-4	-2
COc1ccc(/C=C2/C(=O)N(c3ccccc3)N=C2C)cc1Br	15*	4	28	14	5	-1	25	6	10	22
CC1CCN(Cc2c(C(=O)N/N=C/c3ccc(C(F)(F)F)cc3)nnn2-c2nonc2N)CC1	2	-2	-6	1	-2	0	2	-5	5	-11
CC(Cc1ccccc1)N/C=C1\CC(=O)NC1=O (stereo not given)	-6	-5	2	-3	4	-10	-1	5	-3	3
Cc1c(/C(O)=C2/C(=O)C(=O)N(Cc3cccnc3)C2c2ccccn2)cnn1-c1ccccc1 (stereo not given)	-6	-6	3	-2	-3	5	3	4	2	6
COc1ccc(/C=C2\SC(=O)N(CCNC(=O)C3CC4C=CC3C4)C2=O)cc1 (stereo not given)	0	0	-2	-1	1	0	0	-4	6	-4
C[C@@H](CO)NC(=O)c1ccc2c3n(nc2c1)-c1ccccc1CO3	-7	-2	-3	-10	5	-2	1	-2	-3	-12
C=CCOc1ccc(/C=C/C(=O)N2CCCN(S(=O)(=O)c3c(C)noc3C)CC2)cc1	0	2	2	2	1	-9	-6	-6	0	4
CN(C)S(=O)(=O)c1ccc(C(=O)NCCN=C2NS(=O)(=O)c3ccccc32)cc1	-2	-1	-3	-1	15	3	5	-5	2	4
CCCc1cc(=O)oc2c(CN(CC)CC)c(O)c(Cl)cc12	0	-1	3	-3	9	6	7	1	0	1
CNC(=O)c1ccccc1S(=O)(=O)c1ccccc1C#N	-1	-1	-2	1	3	-1	4	1	-9	-1
COC1CCCN(C(=O)c2ccc(OC3CCN(S(=O)(=O)N(C)C)CC3)cc2)C1 (stereo not given)	2	-2	0	-3	-3	10	-6	0	-2	8
COCCNC(=O)c1onc(CSc2ccccc2F)c1C(=O)O	2	2	3	-2	3	-2	3	3	0	5
Cc1ccc(CN2CCCCC(NC(=O)Nc3cccc(F)c3)C2=O)cc1 (stereo not given)	1	-3	3	-2	-6	nt	5	-4	-1	nt
CCC(=O)N1Cc2cc(C(=O)NCCOC)nc(-c3cccc(-c4ccc(C#N)cc4)c3)c2[C@H]1CCO	-5	-2	3	-2	1	4	2	5	1	nt
CCOCCCNC(=O)C1CCN(S(=O)(=O)N2CC(C)CC(C)C2)CC1 (stereo not given)	-4	0	0	-2	7	4	-7	10	1	-7
Cc1ccc(-n2c(Cc3cccn3C)nnc2SCC(=O)N2CCN(c3ccccc3)CC2)cc1	5	1	-1	2	5	0	3	2	0	-5
Cn1c(=O)c(=O)n(C)c2cc(S(=O)(=O)CCC(=O)NCc3ccccc3)ccc21	-2	-3	3	0	9	1	1	3	8	1
CCOC(=O)C1=C(C)NC(=S)NC1c1ccsc1 (stereo not given)	4	3	0	2	-3	-7	12	-1	2	6
COc1cc(NC(=O)c2csc(N)n2)cc(C(=O)Nc2cccc(C(F)(F)F)c2)c1	2&3	-2&2	-1&4	0&0	-42&-28	0&-5	15&13	-32&-42	1&0	-64&-70
COc1cccc(C(=O)N2CCOCC2)c1OC	3	2	1	13	-1	-8	-3	0	1	-2
COc1ccc(-c2cc(C(=O)Nc3c(C)nn(Cc4ccccc4Cl)c3C)no2)cc1	7	-4	3	-2	2	6	2	-5	8	0
COc1cc(C(=O)N2CCN(S(=O)(=O)c3cccs3)CC2)cc(OC)c1C	7	-2	nt	24*	0	-4	-3	2	nt	2
CCOC(=O)CN(C(=O)Cn1nnc2ccccc21)C(C(=O)NCCOC)c1ccccc1 (stereo not given)	8	3	0	10	-9	-4	0	-6	-1	-4
O=C(Nc1cc(F)ccc1F)c1ccc2c(=O)n3c(nc2c1)CCC3	-3	-8	-1	1	4	3	6	-8	-3	-3
COc1cc(C2Oc3ccccc3C=C2[N+](=O)[O-])cc(OC)c1OC (stereo not given)	7	-7	-2	-3	6	0	5	6	4	nt
COc1ccc(C2C3=C(CC(C)(C)CC3=O)N(C)C3=C2C(=O)CC(C)(C)C3)cc1	-4	-1	5	0	-7	3	-4	2	2	0
CSCC[C@H](NC(=O)Nc1cccc(C(F)(F)F)c1)C(=O)O	-2	-4	0	2	-1	6	1	6	-7	-2
COc1ccc(C2C3=C(CC(C)(C)CC3=O)Nc3cc4c(cc32)OCO4)cc1 (stereo not given)	2	-2	7	-2	10	1	-4	8	4	2
O=C(CSc1ccc(Cl)cc1)NCC1CCCO1 (stereo not given)	-2	3	0	1	-4	-3	-5	1	4	1
O=C(c1ccc([N+](=O)[O-])s1)N1CCN(c2ccc(C(F)(F)F)cn2)CC1	-9	1	-4	-2	7	2	6	-4	-8	3
O=C(O)c1cc([N+](=O)[O-])c(NCc2cccnc2)c([N+](=O)[O-])c1	1	4	4	1	2	1	1	5	1	2
Cc1nnc(SC(C)C)n(N)c1=O	2	-3	1	4	0	6	0	-4	0	6
Cc1ccc(-c2nn(CCC(=O)O)cc2/C=C\C(=O)c2ccc(Br)cc2)cc1	1	-1	3	-3	-21	10	68*	-34	-2	-57
Cc1nc(SCC(=O)N(CC(C)C)C2CCS(=O)(=O)C2)c2c(C)c(C)sc2n1 (stereo not given)	2	2	-1	-1	-5	1	0	2	-2	1
COC(=O)c1cccc(NC(=O)c2cnn(C)c2)c1	1	0	-2	-1	14	6	0	8	0	4
O=C(CC(c1ccccc1)C1CCCCC1=O)c1ccco1 (stereo not given)	-8	-1	0	-2	-1	8	0	-5	1	1
O=C(O)CC12CC3CC(C1)CC(n1ncc(N4CCC5(CC4)OCCO5)c(Cl)c1=O)(C3)C2	-2	2	3	-1	-4	3	-2	3	6	5
COc1ccc(C(=O)c2ccccc2)c(OCC(=O)NC2CC2)c1	-4	-3	7	4	4	8	-8	-7	6	6
O=C(OCCOCCN=C1NS(=O)(=O)c2ccccc21)C1CC(=O)N(c2ccccc2)C1 (stereo not given)	-1	-3	-2	0	2	6	1	6	3	-1

Three entries out of the list, arranged by heavy-atom count, low to high:
SMILES	MBD2 inh	PRMT1 inh	GC-A act	UHRF1 MBD2 ctr	SIAE primary	TCR CD3 inh	rCAG binder	mABHD4 FP	NPR2 activator	HTRA1 inhibitor
COC(=O)c1cccc(NC(=O)c2cnn(C)c2)c1	1	0	-2	-1	14	6	0	8	0	4
Cc1ccc(-c2nn(CCC(=O)O)cc2/C=C\C(=O)c2ccc(Br)cc2)cc1	1	-1	3	-3	-21	10	68*	-34	-2	-57
O=C(OCCOCCN=C1NS(=O)(=O)c2ccccc21)C1CC(=O)N(c2ccccc2)C1 (stereo not given)	-1	-3	-2	0	2	6	1	6	3	-1

(more compounds)
SMILES	MBD2 inh	PRMT1 inh	GC-A act	UHRF1 MBD2 ctr	SIAE primary	TCR CD3 inh	rCAG binder	mABHD4 FP	NPR2 activator	HTRA1 inhibitor
CC(=O)Oc1cc2c(cc1Cl)C(c1cccs1)CC1(CC(C)(C)NC(=S)N1)O2 (stereo not given)	8	10	-36	-1	2	6	0	-4	-13	5
CCNC(=O)N1CCN(C(=O)NCC)CC1	2	-2	-3	-1	1	4	3	4	-4	10
COc1cccc(C(=O)NCCSCc2ccccc2Cl)c1	-7	-5	-5	-1	14	-6	0	-9	-5	-16
CCOC(=O)C(NC(C)=O)(Nc1ccc(S(=O)(=O)Nc2cc(C)nc(C)n2)cc1)C(F)(F)F (stereo not given)	0	0	-1	-3	4	-3	2	7	2	4
CC(C)(C)OC(=O)N1CCC(NC(=O)c2nc[nH]c2C(=O)NCC(=O)OCc2ccccc2)CC1	1	0	-2	2	-5	-3	-12	-4	4	-9
CCn1c2ccccc2c2cc(/C=N/NC(=O)c3ccccc3C)ccc21	6	0	-5	6	2	-7	5	-16	-1	-21
CCc1n[nH]c(=O)n1Cn1c(CC)n[nH]c1=O	2	-1	2	-1	4	7	1	2	-1	7
COC(=O)c1ccc(SCc2ccccc2)nc1	-5	1	6	0	-5	1	16	1	-2	nt
COc1ccc(/C=C/C(=O)OCC(=O)N2c3ccccc3CC2C)cc1OC (stereo not given)	1	-1	-2	1	1	-3	1	3	-2	4
COc1ccc(-c2csc(Cc3nc(O)cs3)n2)cc1	-2	10	5	-1	7	5	13	13	0	-2
CCOC(=O)C1=C(CNCc2ccc(C)cc2)NC(=O)NC1c1cc(C)ccc1C (stereo not given)	-4	-1	-25	-2	-1	4	-4	-10	-13	-12

Only part of the results is shown; rates above refer to the full screens.
